Screens from PubChem BioAssay.
Sm TGR inh = S. mansoni TGR enzyme inhibition | Potency, µM (highest dose often 114 µM), inactives show at the top dose activity change, negative = inhibition, usual class: inhibitors | AID 485364 | purified TGR, DTNB reduction, TNB absorbance 405 nm | hit rate 3% among 360,000; note: potency is the fitted concentration of half-maximal effect; nearly all actives have a fitted effect of over 60% in size
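Kinetic colorimetric format: TGR-catalysed, NADPH-driven DTNB reduction monitored via TNB absorbance. Enzyme dispensed at 20 nM; compound exposure 15 min at room temperature before reaction start.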
FBPA Giardia inh = inhibitors of Giardia lamblia fructose-1,6-bisphosphate aldolase. purified Giardia FBPA. Potency, µM (top dose mostly 59.6 µM), without a hit: top-dose activity, negative = inhibition, most hits filed as inhibitors. hit rate 0.71% among 290,000. AID 2451; note: potency is the fitted concentration of half-maximal effect; nearly all actives have a fitted effect of over 55% in size
Target sequence (A8B2U2 whole entry, looked up): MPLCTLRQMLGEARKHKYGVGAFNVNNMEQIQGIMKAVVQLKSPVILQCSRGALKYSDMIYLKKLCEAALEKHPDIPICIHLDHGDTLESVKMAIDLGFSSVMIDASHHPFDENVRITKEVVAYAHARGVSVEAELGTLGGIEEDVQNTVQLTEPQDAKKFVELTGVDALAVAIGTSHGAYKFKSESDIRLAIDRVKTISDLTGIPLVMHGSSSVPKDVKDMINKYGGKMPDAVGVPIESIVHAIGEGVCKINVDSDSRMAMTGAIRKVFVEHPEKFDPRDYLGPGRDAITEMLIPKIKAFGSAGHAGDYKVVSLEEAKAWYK
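40 nM FBPA preincubated 10 min at RT with compound (up to 57.5 uM final), then substrate plus GAPDH/TPI/NAD/arsenate coupling and diaphorase/resazurin added. Fluorescence read after 20 min at RT, 525/598 nm.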
AmpC inh detg = AmpC beta-lactamase inhibition with detergent present. P00811. AmpC hydrolysis of nitrocefin, absorbance 480 nm, 0.01% Triton. Potency, µM (highest dose often 114 µM), for inactives: top-dose activity change, negative = inhibition, actives largely listed as inhibitors. hit rate 0.041% among 370,000. AID 485294;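 note: potency is the fitted concentration of half-maximal effect; 0% = no-compound wells and -100% = no-enzyme wells; nearly all actives have a fitted effect of over 25% in size; some results filed as inactive show a strong effect at the top dose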
Target sequence (P00811 whole entry, looked up): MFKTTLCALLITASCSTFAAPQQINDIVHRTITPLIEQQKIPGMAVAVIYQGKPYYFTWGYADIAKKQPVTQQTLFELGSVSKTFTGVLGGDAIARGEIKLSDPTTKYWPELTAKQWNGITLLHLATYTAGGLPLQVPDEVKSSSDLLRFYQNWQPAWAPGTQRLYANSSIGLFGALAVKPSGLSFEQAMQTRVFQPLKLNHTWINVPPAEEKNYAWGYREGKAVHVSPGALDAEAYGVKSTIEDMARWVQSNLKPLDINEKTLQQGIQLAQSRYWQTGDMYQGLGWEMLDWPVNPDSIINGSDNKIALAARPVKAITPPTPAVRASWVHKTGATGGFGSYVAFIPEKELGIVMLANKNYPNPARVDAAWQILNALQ
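AmpC (5.3 nM in the dispensed reagent) in 20 mM phosphate pH 7.0 with 0.01% (detergent screen) or 0.0001% Triton X-100 was preincubated with compounds for 15 min at room temperature. Nitrocefin was then added from an 800 uM solution, and hydrolysis was followed at 480 nm.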
AmpC inh no detg = AmpC beta-lactamase inhibition without detergent; hit rate 0.52% among 330,000; AmpC nitrocefin hydrolysis, absorbance 480 nm, 0.0001% Triton; Potency, µM (top dose mostly 57.1 µM), for the others: top-dose activity change, negative = inhibition, most hits filed as inhibitors;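 note: potency is the fitted concentration of half-maximal effect; plate controls were no compound for no effect and no enzyme for full effect; nearly all actives have a fitted effect of over 20% in size; some results filed as inactive show a strong effect at the top dose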
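20 mM phosphate pH 7.0 + 0.01% (detergent screen) or 0.0001% Triton X-100; 5.3 nM AmpC reagent; cpd preinc 15 min RT; nitrocefin (800 uM stock) to start; A480 q20 s × 4 min; Activity was normalised to no-enzyme and no-compound control wells.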
HCMV inh = inhibitors of human cytomegalovirus; HFF cells, HCMV-luciferase reporter, 72 h; hits give low values; activity change, negative = inhibition, % at 57.5 µM; hit rate 4.5% among 410,000; AID 1259415; in the data active = activity change below about -60%; inconclusive = no clear call, values can overlap the other calls; inactive = above about -39%
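Screen run at 2 compound doses on HFFs infected with reporter HCMV, MOI 1 PFU/cell. Luciferase activity from cell lysates at 72 h post infection gave inhibition relative to buffer-only and Salinomycin wells.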
HCV inhibitor = blocks hepatitis C virus; Huh7.5.1 HCVcc-Cre infection, luciferase reporter, 44 h; Potency, µM (highest dose often 41.8 µM), for inactives: top-dose activity change, negative = inhibition, usual class: inhibitors; hit rate 3.4% among 340,000; AID 651820; note: potency is the fitted concentration of half-maximal effect
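Cells seeded at 1,000/well and cultured 4 h, then compounds added followed by HCVcc-Cre virus (~0.5 moi). After 44 h further culture, luciferase substrate was added, plates held 15 min at room temperature, and luminescence read for 15 sec.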
Active calls of the source: *; ? = inconclusive; · = no result given; & = joins results of further samples; [ ] = dose if it differs, or a comment. Unless noted, calls come from the whole dose curve; as a rule, active = well fitted curve in the direction sought with a large enough effect; inconclusive = small, poorly fitted or top-dose-only effect, or another doubt; inactive = no such curve, though single readings can be large; an effect the other way counts as inactive or inconclusive. Unless noted, % is set by controls: 0 for no effect and ±100 for the full control effect.

SMILES	Sm TGR inh	FBPA Giardia inh	AmpC inh detg	AmpC inh no detg	HCMV inh	HCV inhibitor
Cc1cc(Br)ccc1OCC(=O)NNC(=O)CCc1ccccc1	34%	6%	-1%	-21%	-26	6%
Cc1nc2ccccc2c(=O)n1/N=C/c1cn(-c2ccccc2)nc1-c1cccs1	3%	4%	?	-7%	44	-19%
CCN1CCN(c2ccc(S(=O)(=O)N3CCCCC3)cc2NC(=O)c2ccc(OC(F)F)cc2)CC1	-2%	·	0%	191%[activator]	-15	?
CC1CC(C)CN(C(=O)COC(=O)Cc2ccc(Cl)cc2)C1 (configuration not stated)	-10%	5%	4%	17%	15	25%
CCOC(=O)C1CCCN(CC(=O)N(C)c2c(N)n(Cc3ccccc3)c(=O)[nH]c2=O)C1 (configuration not stated)	·	·	·	0%	?	2%
COc1ccc(NC(=O)COC(=O)/C=C/c2ccccc2[N+](=O)[O-])cc1OC	-16%	-1%	-12%	-26%	54	0%
CN1CCN(C(=O)/C=C/c2ccc(Cl)cc2)CC1	1%	4%	10%	5%	-36	11%
CCCN(C(=O)CCc1ccc(OC)cc1)c1c(N)n(Cc2ccccc2)c(=O)[nH]c1=O	·	·	·	-22%	-20	3%
CCC(=O)Nc1cccc(NC(=O)CN2CCN(c3ccccc3OC)CC2)c1	0%	0%	-12%	23%	·	-6%
CCn1nc(C)c(CNC(=O)Nc2ccccc2C(=O)OC)c1C	6%	6%	-5%	14%	32	?
COc1ccc(C2SCCN2C(=O)c2ccc([N+](=O)[O-])cc2)cc1 (configuration not stated)	-3%	3%	?	-22%	35	9%
O=C(CSc1nc2ccccc2s1)Nc1ccc2c(c1)oc1ccccc12	-9%	-8%	-15%	-50%	60	8%
CC(C(=O)Nc1sc2c(c1C(=O)NCC1CCCO1)CCC2)N1C(=O)c2ccccc2C1=O (configuration not stated)	-8%	-6%	-1%	180%[activator]	-100*	-12%
Cc1ccccc1OCC(=O)NNC(=O)c1ccc(-n2cncn2)c([N+](=O)[O-])c1	-8%	·	?	?	8	9%[8.37 µM]
N#Cc1ccccc1NC(=O)C(=O)NCCc1csc(-c2ccc(C(F)(F)F)cc2)n1	8%	·	5%	·	-13	·
CC(C)=CCC1=C(OCC(=O)O)C(=O)c2ccccc2C1=O	10µM*	1.3µM*	8%	-35%	57	-5%
CCc1nnc(NC(=O)CSc2ncc(-c3ccccc3)[nH]2)s1	-1%	2%	-2%	-12%	8	-1%
Cc1occc1-c1nnc(SCC(=O)NC2CCCCC2)o1	-1%	·	0%	-46%	-31	-20%
Cc1ccc(C(=O)COC(=O)CN2C(=O)C3C4CCC(C4)C3C2=O)cc1C (configuration not stated)	?	1%	4%	54%	41	21%
Cn1ncc([N+](=O)[O-])c1C(=O)Nc1cccc(Cl)c1	3%	5%	?	-11%	-21	10%
COc1ccc(NCc2nnc(SCc3ccc(Cl)cc3)n2-c2ccccc2)cc1	-17%	-18%	-13%	26%	-32	8.9µM*
CSc1ccc(CNCc2ccc3c(c2)OCO3)cc1	-35%	-29%	1%	-14%	?	-7%
CCN1C(=O)S/C(=C/c2ccc(Oc3ccc([N+](=O)[O-])cn3)c(OC)c2)C1=O	1%	-4%	2%	-18%	?	-19%
COC(=O)C1=C(C)N(c2ccc(Cl)cc2)/C(=C/c2ccc(O)cc2)C1=O	·	2%	-14%	-26%	-20	?
Cc1cccc(CSc2nc3c(c(=O)[nH]2)CCC3)c1	1%&2%	-1%	1%&6%	-21%	27&16	5%
(next part)
SMILES	Sm TGR inh	FBPA Giardia inh	AmpC inh detg	AmpC inh no detg	HCMV inh	HCV inhibitor
CCCCc1cc(=O)oc2c(C)c(OCC(=O)N3CCCC3)ccc12	2%	·	2%	80%[activator]	-13	-23%
Cc1nc2ccccc2c(=O)n1NC(=O)c1c(O)c2ccccc2n(C)c1=O	6%	5%	?	-22%	·	5%
CC12CCC(C(=O)n3c1nc1ccccc13)C2(C)C (configuration not stated)	-1%	8%	-7%	0%	-29	0%
Cn1nc(C(F)(F)F)c(CNC(=O)C(C)(C)CCl)c1N1CCOCC1	20%	1%	0%	-2%	-30	5%
CCOc1ccc(S(=O)(=O)Nc2ccc(C(=O)NCCCN3CCOCC3)cc2)cc1	2%	·	-13%	-10%	14	?
Cc1ccccc1N1CCN(c2ccc(NC(=O)C3CCCCC3C(=O)O)cc2)CC1 (configuration not stated)	-15%	3%	-9%	-25%	-26	-18%
Cc1ccc(C(=O)Nc2cccc(S(=O)(=O)N(C)c3ccccc3)c2)o1	1%	·	7%	-29%	10	?
Cn1nc([N+](=O)[O-])c2c(-c3nc4ccccc4s3)c(N)n(C3CCCCC3)c2c1=O	5%	-3%	-4%	-12%	-14	-22%
CC(C)NC(=O)/C(C#N)=C\c1ccc(N(C)C)c(Br)c1	·	-1%	2%	-4%	-28	-8%
CCOC(=O)c1ccc(NC(=O)C2=C(C)Nc3nc(SCc4ccc(Cl)cc4)nn3C2c2ccc(OC)cc2)cc1 (configuration not stated)	10%	·	2%	·	4	·
COc1ccccc1NC(=O)CSC1=Nc2ccccc2N=C(c2ccc(F)cc2)C1	0%	·	-7%	·	45	·
COc1ccc(C(=O)NNc2ncnc3c2cnn3-c2ccc(C)c(Cl)c2)cc1	-1%	·	0%	·	-34	·
O=C(OCc1ccccc1)c1ccc(-c2nnn(Cc3ccccc3F)n2)cc1	-4%	·	-4%	·	5	·
CC1CC(C)CN(CCCNS(=O)(=O)c2ccc3c(c2)oc(=O)n3C)C1 (configuration not stated)	4%	·	3%	-15%	2	?
CCOC(=O)C1=C(O)C(=O)N(Cc2cccnc2)C1c1ccc(OC)cc1 (configuration not stated)	-5%	-2%	-3%	-12%[2.29 µM]	-3	7%
Cc1n[nH]c(=S)n1-c1ccc(Cl)cc1	0%	-21%	1%	-14%	1	9%
COc1ccc(Cl)cc1NC(=O)c1nnn(CC(=O)Nc2ccc3c(c2)OCO3)c1N	-19%	-6%	-10%	-44%	70	-2%
CN1CCN(c2ccccc2NC(=O)c2cc3c(s2)-c2ccccc2OC3)CC1	16%	-9%	-1%	224%[activator]	-2	-11%
O=C(CCS(=O)(=O)c1cc2c(cc1Cl)NC(=O)CO2)NCc1ccc(Cl)cc1	-2%	·	1%	·	-1	·
CS(=O)(=O)c1ccc(Cl)c(NC(=O)Cc2c(Cl)cccc2Cl)c1	4%	3%	-12%	-17%	?	?
CCCCNS(=O)(=O)c1ccc(OCC(=O)N2CCN(Cc3ccc4c(c3)OCO4)CC2)cc1	5%	·	5%	108%[activator]	-83*	3.2µM*
COc1cc(/C=N/NC(=O)c2cccc(S(=O)(=O)N3CCOCC3)c2)cc(OC)c1O	-3%	-5%	-5%	-18%	35	-10%
Cc1[nH]c(C)c(S(=O)(=O)Nc2cccc(Cl)c2C)c1C(=O)N1CCCCC1	-15%	-2%	?	17%	-22	20%
CCCn1c(N)c(N(CCOC)C(=O)c2cc3c(s2)CCCCC3)c(=O)[nH]c1=O	4%	·	5%	-13%	-28	0%
CCOc1nc2ccccc2nc1NS(=O)(=O)c1ccc(Cl)cc1	0%	23%	1%	-18%	24	10%

2 of the compounds above, as comma-separated lines:
SMILES,Sm TGR inh,FBPA Giardia inh,AmpC inh detg,AmpC inh no detg,HCMV inh,HCV inhibitor
CC1CC(C)CN(CCCNS(=O)(=O)c2ccc3c(c2)oc(=O)n3C)C1 (configuration not stated),4%,·,3%,-15%,2,?
CCOC(=O)C1=C(O)C(=O)N(Cc2cccnc2)C1c1ccc(OC)cc1 (configuration not stated),-5%,-2%,-3%,-12%[2.29 µM],-3,7%

(more compounds)
SMILES	Sm TGR inh	FBPA Giardia inh	AmpC inh detg	AmpC inh no detg	HCMV inh	HCV inhibitor
Cc1ccc2nc(N/C(=N/S(=O)(=O)c3ccc(F)cc3)c3ccccc3)sc2c1	13%	6%	-1%	-34%	9	-2%
CCCCN=Cc1sc2ccc(OCC)cc2c1O	0%	-1%	3%	-6%	25	10%
CNCCCc1ccccc1	-21%	0%	-2%	-17%	24	6%
COCc1ccc(CN2CCC(n3nccc3NC(=O)CCCc3ccccc3)CC2)o1	-2%	16%	1%	52%	-32	-9%
Cc1cc(=O)n(CCO)c(O)c1C#N	-35%	?	2%	-19%	57	9%
O=S(=O)(c1ccccc1)c1nnn2c1nc(NC1CCN(Cc3ccccc3)CC1)c1ccccc12	2%	9%	?	-26%	-18	8.9µM*
CC(C)NC(=O)N1CCN(c2ccncc2S(=O)(=O)N2CCCCC2)CC1	-6%	·	1%	0%	9	11%
Cc1cc(NC(=O)CCOc2ccc(F)cc2)no1	0.71µM*	2%	6%	-34%	16	?
COc1ccc(-c2noc(CN(C)C(=O)Nc3ccccc3)n2)cc1	-2%	1%	2%	-16%	?	?
CCOc1ccc2oc(C(=O)N(Cc3nnc(-c4ccccc4Cl)o3)C3CC3)c(C)c2c1	-1%	·	1%	53%	-6	?
Cc1ccccc1C(=O)N1CCN(c2ccccn2)CC1	-7%	0%	-12%	-9%	-9	13%
Cc1ccc(-c2csc(NC(=O)C3CSC4(C)CCC(=O)N34)n2)cc1 (configuration not stated)	56µM*	·	-4%	-14%	-11	5%
OCC1(Cc2ccc(Cl)cc2)CCN(CCCc2ccccc2)CC1	-5%[57.1 µM]	1%	2%	58%	-9	13µM*
O=C(NCCc1ccccc1)c1ccc2c(c1)N(Cc1ccccc1Cl)C(=O)c1ccccc1S2	9%	·	8%	·	-1	·
Cc1cc(NC(=O)CSc2cc(Cl)ccc2Cl)n(-c2ccccc2)n1	-16%	-4%	-8%	2%	?	?
CSc1nc2ccc(NS(=O)(=O)c3ccc4c(c3)OCCO4)cc2s1	-23%	-6%	-8%	-37%	?	?
Cc1cccc(N2CCN(C(=O)Cc3ccc(-n4c(=O)[nH]c5ccsc5c4=O)cc3)CC2)c1C	-8%	9%	?	-7%	0	?
CCOc1cc2sc(N3CCC(C(=O)Nc4cc(C)cc(C)c4)CC3)nc2cc1Br	4%	·	21%	·	20	·
CC(C)CCn1c(SCC(=O)Nc2ccccc2C(F)(F)F)nc2nccnc2c1=O	22µM*	·	-1%	60%[activator]	-21	13%
CCc1ccc(-c2nn(Cc3ccccc3)cc2C(=O)NCC2CCCO2)cc1 (configuration not stated)	2%	·	5%	76%[activator]	-8	-9%
Cc1ccc(NCCC#N)cc1C	-1%	5%	-13%	-14%	-20	10%
O=C(Nc1ccc(F)cc1)C(c1ccccc1)N1CCN(CC(=O)N2CCCC2)CC1 (configuration not stated)	-28%	·	-19%	-4%	42	?
Cc1oc(-c2ccccc2)cc1C(=O)Nc1cccc2ccccc12	0%	13%	9%	-55%	-3	?
CCOC(=O)CCc1c(C)c2ccc(OC3CCCCC3=O)c(C)c2oc1=O (configuration not stated)	-4%	1%	?	-10%	108	?

Arranged by count of non-hydrogen atoms (smallest number first): 4 of the compounds above
SMILES	Sm TGR inh	FBPA Giardia inh	AmpC inh detg	AmpC inh no detg	HCMV inh	HCV inhibitor
Cc1cc(=O)n(CCO)c(O)c1C#N	-35%	?	2%	-19%	57	9%
Cc1cc(NC(=O)CCOc2ccc(F)cc2)no1	0.71µM*	2%	6%	-34%	16	?
CC(C)NC(=O)N1CCN(c2ccncc2S(=O)(=O)N2CCCCC2)CC1	-6%	·	1%	0%	9	11%
CCOc1cc2sc(N3CCC(C(=O)Nc4cc(C)cc(C)c4)CC3)nc2cc1Br	4%	·	21%	·	20	·
